Source: PubChem BioAssay
VIM-2 inh: blocks Pseudomonas aeruginosa VIM-2 metallo-beta-lactamase; 290,000 tested, 0.89% active; inhibition, % at 5.6 µM; purified VIM-2, nitrocefin hydrolysis, epi-absorbance fluorescence;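 active = inhibition above the mean of all tested compounds plus 3 SD, cutoff set per screening run, cut at about 7.5% in these data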;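 also: red hydrolysis product quenches plate fluorescence so inhibitors raise well fluorescence; 0% = enzyme with DMSO and 100% = DMSO without enzyme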
CRFR2-BP antag: CRF-BP/CRF-R2 complex antagonism; HEK293 CRF-R2/CRF-BP, CRF-induced calcium fluorescence; 350,000 tested, 0.59% active; inhibition, % at 11.8 µM;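 active = inhibition of the ligand-induced calcium signal above about 50% at the single tested concentration, limit read from the data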
NS3 helicase inh: blocks Hepatitis C virus NS3 helicase unwinding; NS3 helicase DNA unwinding, Cy5 molecular beacon fluorescence; inhibition, % at 10.9 µM; 290,000 tested, 0.56% active; AID 1800;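 active = inhibition above the mean of all tested compounds plus 3 SD, set per campaign, cut at about 35% in these data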;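 also: 0% = DMSO wells and 100% = thioflavine S control wells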
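Assay system – hepatitis C virus NS3 helicase domain fragment enzyme · Buffer or medium – MOPS pH 6.5, MgCl2, DTT, Tween20, BSA · Reagent – Cy5/quencher beacon DNA duplex and ATP to start · Compound – single 10.9 µM dose · Timing – 1 h at 25 °C · Technique – Cy5 beacon fluorescence read at start and 1 h · Measure – % inhibition of unwinding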
IDE cell activ: boosts human insulin-degrading enzyme activity in HEK cells. P14735. FAbeta-B cleavage, fluorescence polarization; 0% vehicle, 100% cell-free pure enzyme wells. activation, % at 5.96 µM. 340,000 tested, 0.073% active;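 active = activation above the mean of all tested compounds plus 3 SD, set per screening campaign, cut at about 17% in these data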
GalR3 antag: human GalR3 antagonism. HEK293 GalR3-CNG cAMP membrane potential fluorescence; galR3 body fused to GalR1 C-terminus. AID 651719. inhibition, % at 3 µM. 360,000 tested, 0.44% active;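 active = inhibition above the screen-wide average plus 3 SD, cut at about 13% in these data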;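 also: forskolin and galanin both at EC90 stimulate the cells; cAMP rise reported by CNG channel membrane potential dye signal; 0% = forskolin plus galanin with DMSO and 100% = forskolin alone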
Target sequence (O60755 1-299 limits assumed): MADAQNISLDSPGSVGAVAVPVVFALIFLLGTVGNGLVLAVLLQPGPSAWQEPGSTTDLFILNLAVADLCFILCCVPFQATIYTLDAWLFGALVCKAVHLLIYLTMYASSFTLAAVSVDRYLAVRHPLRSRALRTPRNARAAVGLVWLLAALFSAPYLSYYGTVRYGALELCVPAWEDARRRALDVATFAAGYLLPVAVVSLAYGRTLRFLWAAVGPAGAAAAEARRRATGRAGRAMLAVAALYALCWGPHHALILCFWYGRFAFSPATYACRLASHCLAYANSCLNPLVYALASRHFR
UBC9 SUMO inh: SUMOylation inhibition | 290,000 tested, 0.36% active | inhibition, % at 35 µM | HTRF SUMOylation assay, SAE1/SAE2 + UBC9, in vitro | AID 2006; in the data active = inhibition above about 50%, passing the limit was not always enough; also: strong numbers were not always called active
Target sequence (P63279 whole entry, looked up): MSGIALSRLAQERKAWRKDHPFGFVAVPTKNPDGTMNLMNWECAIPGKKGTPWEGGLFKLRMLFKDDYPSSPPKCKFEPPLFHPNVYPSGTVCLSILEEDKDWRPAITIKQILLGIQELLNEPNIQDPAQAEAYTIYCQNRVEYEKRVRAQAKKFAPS
IDE cell inh: cellular human IDE inhibition. P14735. HEK cells, FAbetaB cleavage, fluorescence polarization. inhibition, % at 5.59 µM. 320,000 tested, 0.41% active;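 active = percent inhibition above the average of all tested compounds plus 3 SD, set per screening campaign, cut at about 16% in these data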;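 also: IDE supplied by intact live HEK cells; FP after avidin binding of uncleaved biotin substrate so inhibition keeps polarization high; 0% = DMSO wells and 100% = 60 µM reference IDE inhibitor Ii1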
IMP-1 inh: blocks Pseudomonas aeruginosa IMP-1 metallo-beta-lactamase; purified IMP-1, nitrocefin hydrolysis, epi-absorbance fluorescence; inhibition, % at 5.6 µM; 290,000 tested, 0.45% active; AID 1556;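 active = inhibition above the mean plus 3 SD of all compounds in the same screening run, cut at about 4.5% in these data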;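 also: 0% = IMP-1 with DMSO and 100% = DMSO wells lacking enzyme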
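assay system = purified recombinant IMP-1 metallo-beta-lactamase enzyme | schedule = 15 min preincubation plus 25 min reaction at 25 °C | signal = Epi-absorbance fluorescence, 480 nm excitation, 530 nm emission | read-out basis = percent inhibition from optical density relative to buffer-blank wells | controls = IMP-1 with DMSO as 0%, enzyme-free DMSO as 100%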
pCIP destab: p/CIP protein destabilization | Q05BA5 | 290,000 tested, 0.01% active | AID 1984 | decrease of EGFP signal, % at 10 µM | F442A p/CIP-EGFP cells, EGFP fluorescence, 16 h;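 active = EGFP signal decrease of at least 30% at 10 µM or well 3 SD below plate mean, unless failing retest; inactive = the rest, including hits failing retest or dose response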; also: some compounds called inactive have numbers as strong as hits; many of its hits are not listed in these tables
Numbers without * were called inactive; nt = not tested or not shown.

SMILES	VIM-2 inh	CRFR2-BP antag	NS3 helicase inh	IDE cell activ	GalR3 antag	UBC9 SUMO inh	IDE cell inh	IMP-1 inh	pCIP destab
CCN1CCN(CCCNC(=O)CCCn2nc(C)c3sc4ccccc4c3c2=O)CC1	13*	-2	-8	4	3	-2	-1	-0.9	6
O=C(c1ccccc1)c1nccc2ccccc12	-3.3	15	1	-1	-3	7	3	-2.9	0
CCC(CC)C(=O)c1c[nH]c(C(=O)N2CCN(c3ccccc3F)CC2)c1	-0.8	14	-9	1	-2	19	-6	-3.8	-14
CCOc1cccc2sc(=NC(=O)c3ccc(S(=O)(=O)N4CCOCC4)cc3)n(C)c12	-5.0	-18	8	2	-4	-4	-3	-5.6	-1
O=C(c1cccs1)N1CCCC(c2nc3c(nnn3Cc3ccccc3Cl)c(=O)[nH]2)C1 (stereo not drawn)	-0.1	-2	5	6	-5	8	-5	-0.1	-4
Cc1ccc(C(=O)c2c(NC(=O)c3cccnc3)sc3c2CCCC3)cc1	-2.0	-20	-14	2	-5	-13	0	-1.6	-12
CCCn1c(=N)c(C(=O)NCC2CCCO2)cc2c(=O)n3cccc(C)c3nc21 (stereo not drawn)	6.8	12	11	4	-3	32	-3	0.4	-8
Cc1ccc2nc(C)/c(=N\O)c(C)nc2c1	-4.8	-13	-3	-1	-7	-18	3	-2.2	-5
C/C=C1\C(OC2OC(CO)C(O)C(O)C2O)OC=C(C(=O)OC)C1CC(=O)OCC1C(C)C(OC(=O)CC2C(C(=O)OC)=COC(OC3OC(CO)C(O)C(O)C3O)/C2=C\C)CC1C(CO)CO (stereo not drawn)	-0.6	6	0	7	-7	5	-1	-1.1	4
Cc1cccc(-n2ncc3c(NCc4ccccn4)ncnc32)c1	-2.9	1	-5	2	-1	28	3	-4.3	-8
Cc1ccccc1C(=O)N1N=C(c2cccc(NS(C)(=O)=O)c2)CC1c1cccs1 (stereo not drawn)	1.3	0	-1	3	-11	10	-5	-0.8	-8
COc1ccc(NC(=S)Nc2ccc(C)c(S(=O)(=O)N3CCCCC3)c2)cc1	-2.0	nt	6	nt	nt	6	3	-1.6	-2
COCCCNC(=O)/C(C#N)=C/c1c(N2CCN(c3ccc(OC)cc3)CC2)nc2c(C)cccn2c1=O	-1.0	19	14	3	-8	11	8	-4.4	-18
O=C(OCc1cc([N+](=O)[O-])cc2c1OCOC2)c1ccccn1	-1.8	-2	2	2	2	-4	-5	-1.6	4
CC1CCCN(C(=O)C2CCN(S(=O)(=O)c3ccc4c(c3)CC(C)N4C(=O)C3CC3)CC2)C1 (stereo not drawn)	-1.6	10	-2	3	-7	5	1	-3.0	4
COc1nc(Nc2ccc(C(C)C)cc2)nc(OC)n1	-2.1	-30	-6	-2	-6	11	1	-3.5	-6
CCCCCN(C(=O)CCC(=O)OCC(=O)N1CCC(C)CC1)c1c(N)n(CCCC)c(=O)[nH]c1=O	nt	19	nt	-1	-6	nt	1	nt	nt
COc1ccc(CNc2ncc(-c3ccc(F)cc3)n2C)cc1OC	-0.7	10	2	1	-7	6	3	-0.1	0
CCn1c(COc2cccc(OC)c2)nnc1SCC(=O)Nc1ccccc1C(=O)OC	-0.2	-15	-7	5	-2	-17	-1	-2.6	15
CCc1nnc(NC(=O)c2cc(S(=O)(=O)N3CCOCC3)ccc2N2CCCCC2)s1	-2.5	1	3	-4	-2	22	nt	-0.4	-19
CCN(CC)c1ccc(NC(=O)COC(=O)COc2ccccc2[N+](=O)[O-])cc1	-1.1	-3	3	-5	-4	-2	-2	-0.3	-14
CC1CCN(C(=O)c2[nH]cnc2C(=O)N2CCN(C(=O)OC(C)(C)C)CC2)CC1	nt	0	nt	-5	-4	nt	7	nt	nt
Cc1sc(N)nc1-c1cccs1	-0.8	-4	-2	-5	-3	18	-1	-2.8	-8
N#Cc1cc2c(nc1SCC(=O)O)CCCCC2	0.7	26	4	5	-7	30	5	-1.4	-5
COc1ccc(-n2ncc3c(NCCCN4CCOCC4)ncnc32)cc1	-3.4	7	6	3	-5	32	-3	2.7	-1
COc1ccc(N=Nc2c(C)[nH]c3ccccc23)cc1	nt	-9	nt	3	-5	nt	3	nt	nt
Cc1cc(C)c2nc(N3CCN(C(=O)c4ccco4)CC3)sc2c1	nt	3	nt	-7	0	nt	10	nt	nt
CC(C)OCCCNC(=O)c1cc2c(s1)CS(=O)(=O)C2	0.1	4	-2	0	-7	-14	-2	-2.0	-1
Cc1cc(Nc2ccc([N+](=O)[O-])cc2)c2ccccc2n1	3.6	13	5	-3	-10	9	1	-0.5	-6
CCc1sc(N2C(=O)C3C4CCC(C4=C(C)C)C3C2=O)nc1-c1ccccc1 (stereo not drawn)	-2.9	25	-1	-2	-4	-5	-2	-2.9	8
Cc1ccc(C)n1N1C(=O)/C(=C\c2ccc(Cl)cc2)SC1=S	0.2	-3	43*	4	0	12	-1	-0.8	-18
CC1(C)C2CCC1(C)C(NC1=NCCC1)C2 (stereo not drawn)	-2.8	2	0	10	-2	6	5	-4.1	-20
NC(=O)C1(N2CCCCC2)CCN(C(=S)Nc2ccccc2)CC1	-1.1	7	2	5	-4	-3	-1	-3.3	-3
c1ccc(Cn2c(CNc3nc4ccccc4n3CCN3CCOCC3)nc3ccccc32)cc1	-1.8	5	-29	4	-5	14	1	-2.3	1
COc1ccc(Cn2c(C)cc3c(c2=O)C(c2cccs2)C(C#N)=C(N)O3)cc1OC (stereo not drawn)	-1.7	13	-4	-5	-6	25	-2	-1.2	-11
COc1ccc(NC(=O)C(NC(=O)c2ccc(=O)[nH]c2)c2ccccc2)cc1 (stereo not drawn)	-0.7	-15	1	6	-1	-11	-2	0.4	6
CC(Oc1ccc(Cl)cc1Cl)C(=O)NC1CCSC1=O (stereo not drawn)	-3.5	7	3	-4	-4	5	-4	-2.2	-8
NC(=O)c1ccsc1NC(=O)COC(=O)C1CCCN1C(=O)c1cccs1 (stereo not drawn)	-1.0	4	1	nt	2	-11	10	-3.0	5
CCc1nnc(NC(=O)CSCc2cc(=O)n3ccsc3n2)s1	-1.1	-3	-5	6	-7	1	1	0.2	2
Cc1cc([N+](=O)[O-])nn1Cc1noc(C(=O)NCCCn2ccnc2)n1	-3.1	28	-5	-2	1	7	1	-2.3	-14
COc1cc(OC)cc(-c2nnc(SCC(=O)N3CCCC3)o2)c1	1.0	-31	2	3	1	17	-4	-3.1	-10
CN(C(=O)COC(=O)c1ccc(Cl)cc1N)C1CCS(=O)(=O)C1 (stereo not drawn)	-4.6	-1	-5	5	-1	17	6	-2.8	-14
COc1ccc(/C=N/NC(=O)c2ccncc2)cc1CN1CCCc2ccccc21	-0.4	-15	6	-1	-2	-3	0	-1.1	-2
S=C1NC2(CCS1)Oc1ccccc1C1CC(c3ccccc3)=NN12 (stereo not drawn)	-2.7	nt	-3	nt	nt	-8	nt	-0.6	-2
Cc1cc(C)c2nc(NCCCNC(=S)NCCCN(C)C)c(C#N)cc2c1	2.8	-13	-46	4	-8	15	1	0.1	-6
CC(C)C[C@H](N)c1nnc(S(=O)(=O)Cc2ccc(F)cc2)o1	-0.6	23	-15	9	nt	-24	3	-1.7	-24
Cc1cc(C)nc(NC=C2C(=O)OC(C)(C)OC2=O)n1	-1.1	4	5	4	-5	8	-2	-1.3	-14
O=C1CC(C(=O)Nc2ccccc2)N=C(N2CCOCC2)N1 (stereo not drawn)	-3.4	-3	-12	-3	0	-3	-1	-1.6	-4

The final 6 compounds of the section above come first, to join the parts.
SMILES	VIM-2 inh	CRFR2-BP antag	NS3 helicase inh	IDE cell activ	GalR3 antag	UBC9 SUMO inh	IDE cell inh	IMP-1 inh	pCIP destab
COc1ccc(/C=N/NC(=O)c2ccncc2)cc1CN1CCCc2ccccc21	-0.4	-15	6	-1	-2	-3	0	-1.1	-2
S=C1NC2(CCS1)Oc1ccccc1C1CC(c3ccccc3)=NN12 (stereo not drawn)	-2.7	nt	-3	nt	nt	-8	nt	-0.6	-2
Cc1cc(C)c2nc(NCCCNC(=S)NCCCN(C)C)c(C#N)cc2c1	2.8	-13	-46	4	-8	15	1	0.1	-6
CC(C)C[C@H](N)c1nnc(S(=O)(=O)Cc2ccc(F)cc2)o1	-0.6	23	-15	9	nt	-24	3	-1.7	-24
Cc1cc(C)nc(NC=C2C(=O)OC(C)(C)OC2=O)n1	-1.1	4	5	4	-5	8	-2	-1.3	-14
O=C1CC(C(=O)Nc2ccccc2)N=C(N2CCOCC2)N1 (stereo not drawn)	-3.4	-3	-12	-3	0	-3	-1	-1.6	-4
CN1CCN(c2ccccc2NC(=O)c2ccc(-c3ccccc3[N+](=O)[O-])o2)CC1	0.3	-25	-30	7	-1	23	-3	-1.5	-4
Cc1ccc2c(c1)c1c(n2CC(O)CN2C(=O)CNC2=O)C(=O)CCC1 (stereo not drawn)	-1.6	-9	-1	-6	0	24	2	-2.4	9
Cc1ccc(SCC(=O)Nc2ccc(S(N)(=O)=O)cc2)cc1	-0.5	-4	1	2	1	14	-3	-1.2	7
CCc1ccc(OC(C)C(=O)Nc2ccc(S(=O)(=O)Nc3nccs3)cc2)cc1 (stereo not drawn)	-1.5	-5	5	-4	-6	19	-10	-5.7	-1
CCCn1nnnc1SCC(=O)NNC(=O)c1ccco1	-2.4	8	-4	0	-6	5	6	-1.6	-16
COCc1ccc(C(=O)N2CCC(CCC(=O)Nc3cccc(C)c3)CC2)s1	-1.9	-13	0	0	-4	8	-4	-0.9	-8
O=C(O)[C@@H](O)c1ccccc1	-0.3	11	-2	1	-1	12	4	-0.3	5
COc1ccc(NC(=O)CN2CCN(CC#N)CC2)cc1	-1.0	8	-6	1	-7	-13	4	-2.9	5
CC(C)C[C@@]12C(=O)N(c3cccc(Cl)c3)C(=O)N1[C@H](c1ccc(Br)cc1)[C@@H]1C(=O)N(C(C)(C)C)C(=O)[C@@H]12	nt	-6	nt	0	-3	nt	8	nt	nt

Profiles, quoted from the list:
Shown for CC(C)C[C@@]12C(=O)N(c3cccc(Cl)c3)C(=O)N1[C@H](c1ccc(Br)cc1)[C@@H]1C(=O)N(C(C)(C)C)C(=O)[C@@H]12 → VIM-2 inh: nt; CRFR2-BP antag: -6; NS3 helicase inh: nt; IDE cell activ: 0; GalR3 antag: -3; UBC9 SUMO inh: nt; IDE cell inh: 8; IMP-1 inh: nt; pCIP destab: nt
Shown for COc1ccc(NC(=O)CN2CCN(CC#N)CC2)cc1 → VIM-2 inh: -1.0; CRFR2-BP antag: 8; NS3 helicase inh: -6; IDE cell activ: 1; GalR3 antag: -7; UBC9 SUMO inh: -13; IDE cell inh: 4; IMP-1 inh: -2.9; pCIP destab: 5
